SMARCA2 activ – SMARCA2 (BRM) function activators, primary screen, cell-based, luminescence, high throughput; activation, % at 9.1 µM; AID 652017, 2013; MG213 cells, MMTV-luciferase reporter, dexamethasone, overnight; hit rate 1% among 370,000; in the data active = activation above about 7.8%;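 note: 0% = vehicle wells and 100% = reference activator wells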
hcDAF12 agonist – H. contortus DAF-12 nuclear receptor activators, primary screen, cell-based, luminescence, HEK293, lit1-tk-luc reporter; HEK293 hcDAF-12 lit1-tk-luc reporter; 0% DMSO, 100% Δ7-dafachronic acid; activation, % at 6.8 µM; hit rate 1.4% among 370,000;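 active = activation above the mean of all tested compounds plus 3 SD, cut at about 5.5% in these data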;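 note: 100% = response to 3 µM Δ7-dafachronic acid high control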
MBD2 inh – inhibitors of MBD2 binding to methylated DNA, primary screen, biochemical, TR-FRET, DNA-binding domain, human | AID 686964, 2013 | hit rate 0.31% among 370,000 | inhibition, % at 4.4 µM | MBD2 binding to methylated oligonucleotide | Methyl-CpG-binding domain protein 2 (Homo sapiens), Q9UBB5; in the data active = inhibition above about 13%
Target sequence (Q9UBB5 whole entry, looked up, the tested form may be a part): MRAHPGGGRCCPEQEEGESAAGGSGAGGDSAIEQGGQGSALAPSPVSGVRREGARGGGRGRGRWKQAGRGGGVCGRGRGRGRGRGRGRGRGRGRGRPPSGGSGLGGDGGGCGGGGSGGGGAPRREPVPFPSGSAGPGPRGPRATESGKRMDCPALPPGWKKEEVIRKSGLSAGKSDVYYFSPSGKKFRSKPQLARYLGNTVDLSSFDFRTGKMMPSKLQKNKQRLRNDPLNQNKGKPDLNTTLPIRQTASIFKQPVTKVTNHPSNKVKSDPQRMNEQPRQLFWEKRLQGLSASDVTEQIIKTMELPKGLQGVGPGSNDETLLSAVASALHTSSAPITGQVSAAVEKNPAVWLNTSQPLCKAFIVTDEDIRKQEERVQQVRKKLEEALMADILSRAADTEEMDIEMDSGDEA
ADAM17 inh – ADAM17 inhibitors, primary screen, biochemical, QFRET. inhibition, % at 6.95 µM. recombinant ADAM17, EDANS/DABCYL FRET peptide cleavage. Disintegrin and metalloproteinase domain-containing protein 17 (Homo sapiens), P78536. hit rate 0.83% among 370,000. AID 720648, 2013;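 active = inhibition above the mean of compounds lying between control limits plus 3 SD, set per campaign, cut at about 8.5% in these data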;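 note: 0% = DMSO-only wells as the low control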
NR1D1 modulator – modulators of Rev-erb alpha DNA binding, primary screen, biochemical, FITC-DNA, fluorescence polarization, uHTS. activity, % at 10 µM. hit rate 0.79% among 370,000. AID 1259318, 2017. Rev-erbα–FITC-DNA binding, 90 min;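 active = activity above about 14%, limit read from the data; passing the limit was not always enough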;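 note: 0% = DMSO wells with 35 nM protein and 100% = DMSO wells with 750 nM protein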
DAX1 inh-1 – DAX1 (NR0B1) inhibitors on StAR promoter, primary screen, cell-based, luminescence, SF-1 (NR5A1), full-length DAX-1 | HEK293T StAR-luciferase reporter, SF-1/DAX-1 repression relief | inhibition, % at 6.8 µM | hit rate 1.1% among 370,000 | AID 652010, 2013;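 active = inhibition above the mean over all tested compounds plus 3 SD, cut at about 3.6% in these data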;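 note: 0% = DAX-1 cells with DMSO and 100% = cells lacking DAX-1 with DMSO; higher inhibition means more luminescence from relief of DAX-1 repression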
PLCg1 inh – PLC-gamma1 enzyme inhibitors, primary screen, biochemical, fluorescence, purified enzyme. 1-phosphatidylinositol 4,5-bisphosphate phosphodiesterase gamma-1 (Homo sapiens), P19174. fluorogenic substrate. inhibition, % at 12.2 µM. hit rate 0.84% among 370,000. AID 720700, 2013; in the data active = inhibition above about 9.5%
DAX1 inh-2 – DAX1 (NR0B1) inhibitors, primary screen, cell-based, HEK293, Gal4-DAX1, luciferase luminescence; HEK293 Gal4-DAX1 luciferase reporter; hit rate 0.99% among 340,000; Nuclear receptor subfamily 0 group B member 1 (Homo sapiens), P51843; AID 504766, 2011; inhibition, % at 6.75 µM;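 active = inhibition above the mean over all tested compounds plus 3 SD, cut at about 4.2% in these data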;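 note: 0% = DAX1-transfected cells with DMSO and 100% = empty-vector control cells with DMSO; inhibition shows as a rise in luminescence from relieved DAX1 repression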
Target sequence (P51843 207-470 limits assumed): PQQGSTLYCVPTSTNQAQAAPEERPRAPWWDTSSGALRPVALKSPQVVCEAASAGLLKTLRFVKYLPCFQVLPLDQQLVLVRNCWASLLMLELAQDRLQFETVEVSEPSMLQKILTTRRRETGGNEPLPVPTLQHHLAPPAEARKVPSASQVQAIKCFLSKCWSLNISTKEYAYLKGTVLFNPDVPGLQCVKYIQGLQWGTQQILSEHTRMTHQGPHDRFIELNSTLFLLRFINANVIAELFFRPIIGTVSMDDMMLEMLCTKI
ssDAF12 agonist – S. stercoralis DAF-12 nuclear receptor activators, primary screen, cell-based, luminescence, HEK293, GRIP1 co-expression, lit1-tk-luc. HEK293 ssDAF-12/GRIP1 lit1-tk-luc reporter; % of 3 µM dafachronic acid response. activation, % at 6.8 µM. hit rate 1% among 370,000;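 active = activation above the mean over all tested compounds plus 3 SD, cut at about 0.9% in these data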;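 note: 0% = DMSO-only wells and 100% = 3 µM delta7-dafachronic acid wells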
hgDAF-12 ag – H. glycines DAF-12 receptor agonists, primary screen, cell-based, luminescence, HEK293, GAL4 fusion, UAS-luciferase. hit rate 1.8% among 370,000. activation, % at 6.8 µM. HEK293 GAL4-hgDAF12 UAS-luciferase reporter, agonist luminescence; normalized to butyrate control. Nuclear hormone receptor DAF-12 (Heterodera glycines), GAL4 fusion;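 active = activation above a cutoff set at the mean of all screened compounds plus 3 SD, cut at about 10% in these data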;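 note: 0% = DMSO wells and 100% = sodium butyrate wells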
PLC-beta3 inh – human PLC-beta3 inhibitors, primary screen, biochemical, fluorescence. Purified PLC-beta3, fluorogenic substrate. inhibition, % at 12.2 µM. hit rate 0.18% among 370,000; in the data active = inhibition above about 11%;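 note: 0% = median of compound wells on plate and 100% = full blocker control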
* marks the source's active call; other numbers are inactive results; i = inactive; . = no result given.

SMILES	SMARCA2 activ	hcDAF12 agonist	MBD2 inh	ADAM17 inh	NR1D1 modulator	DAX1 inh-1	PLCg1 inh	DAX1 inh-2	ssDAF12 agonist	hgDAF-12 ag	PLC-beta3 inh
CCN(CC)C(=O)c1ccc(-c2cccs2)s1	6	2.0	0	-20	2	1.2	-6	2.1	-0.6	6.3	-79
O=C(c1cc(COc2ccc(F)cc2F)on1)N1CCCC(c2ccccc2)C1 (stereo unspecified)	-3	-2.2	15*	6	0	-0.5	0	-0.3	-1.9	7.8	-12
CCOC(=O)c1cc(C#N)c(Oc2ccccc2OC)nc1-c1ccccc1	0	-2.3	-4	5	8	-1.6	1	-0.7	-1.7	-1.6	3
CCN(CC(=O)Nc1ccc(S(=O)(=O)N2CCCC2)cc1)Cc1ccccc1	2	-0.6	-2	2	-2	-0.6	1	-0.3	-1.4	-1.9	-6
Cc1ccc(NC(=O)COC(=O)/C=C/c2cccs2)cc1	-3	0.4	1	4	-2	0.6	-4	0.9	-0.8	-0.8	-5
CC(C)(C)n1ncc2c(=O)n(CC(=O)N3CCCc4ccccc43)cnc21	3	0.3	2	-2	-3	0.4	0	-1.2	-1.3	-0.1	-1
CC1(C)Cc2ccccc2-c2nc(NCCCO)[nH]c(=O)c21	3	-1.2	-1	i	0	-0.4	i	-0.8	-0.6	-2.0	i
c1cncc(C(c2nnnn2C2CCCCC2)N2CCN3CCCC3C2)c1 (stereo unspecified)	1	0.5	0	-1	3	-0.2	-2	-0.1	-0.8	1.7	0
O=S(=O)(NCCN1CCOCC1)c1ccc(F)c(Cl)c1	-2	-0.4	8	-5	-4	-0.2	-2	1.0	-1.1	3.4	-6
O=C(c1ccc2c(c1)OCO2)C1CCCN(Cc2cn[nH]c2-c2cccc(F)c2)C1 (stereo unspecified)	-1	-2.8	1	-1	0	-0.3	-2	-0.8	-1.6	0.1	-1
CC1(C)CC(NC(=O)c2cccc(F)c2)CC(C)(C)N1	2	0.4	-4	-2	4	0.8	-2	2.7	-0.7	-1.3	3
CC(Sc1ccc(S(=O)(=O)N2CCN(C)CC2)cn1)C(=O)Nc1cccc(Cl)c1Cl (stereo unspecified)	-2	-0.6	-6	-3	-1	-0.6	-1	-0.2	-0.9	-1.7	-2
CCOC(=O)c1cnc(SCC(=O)c2ccc(Cl)cc2)nc1N	4	0.3	-4	0	8	-0.6	-4	0.0	-1.5	3.7	-3
COc1cc(NC2c3ccccc3C(=O)N2Cc2ccc3c(c2)OCO3)cc(OC)c1 (stereo unspecified)	-2	-0.4	-6	1	3	-0.1	0	1.4	-1.9	6.1	-3
Cc1ccc(NS(=O)(=O)c2cc(OCC(N)=O)c(C)cc2Cl)cc1	-2	-2.7	-7	-1	3	-0.7	-1	-1.2	-1.3	-1.3	1
Cc1ccc(C(=O)N2CCN(c3ccc(NC(=O)c4cccs4)cc3)CC2)cc1	4	-2.0	-2	1	-3	-3.3	1	-0.4	-1.0	-1.4	-2
CCOC(=O)c1nc(C)sc1-c1ccnn1S(=O)(=O)c1ccc(C)cc1	-1	-2.9	-3	-1	7	-0.4	2	0.5	-1.6	-2.2	-2
CC[N+]1(C)[C@@H]2CC[C@H]1CC(OC(=O)[C@H]1CCC(C(=O)OC3C[C@H]4CC[C@@H](C3)[N+]4(C)CC)(c3ccccc3)c3ccccc31)C2 (stereo partly specified)	-3	-1.8	-4	-1	-7	0.7	3	1.0	-1.1	-1.2	0
CCc1ccc2[nH]c(=O)c(CN(Cc3ccco3)S(=O)(=O)c3ccc4c(c3)OCCO4)cc2c1	3	-1.7	0	-5	11	0.6	-3	-1.4	-1.3	0.0	-1
COc1ccc(OC)c(CNC(=O)COc2cc(=O)n(C)c3ccccc23)c1	3	-1.7	-5	-3	9	-0.7	-1	1.1	-0.8	-0.9	-3
Cc1cccc(N(CC(=O)NCc2ccc3c(c2)OCO3)C(=O)CCC(=O)Nc2ccccn2)c1C	1	-1.4	2	1	-4	-0.3	1	0.0	-1.0	0.2	0
O=C(NCCc1ccc(Cl)cc1)C1CCN(S(=O)(=O)c2cccc3nonc23)CC1	-1	-2.1	0	-1	-2	-0.4	3	-1.0	-1.3	-3.4	2
CC(C)c1ccc(S(=O)(=O)N2CCN(C(=O)c3cc([N+](=O)[O-])ccc3N3CCOCC3)CC2)cc1	1	-0.9	-5	-1	-3	-0.8	-1	0.7	-0.1	-0.9	-3
Cc1ccc(C(=O)NC(=S)NNC(=O)c2ccccc2)cc1	2	-1.4	0	4	3	-0.2	4	0.0	-0.2	2.8	-4
Cc1ccc(S(=O)(=O)N(C)C)cc1NC(=O)COC(=O)Cc1ccc(Br)cc1	-4	-2.1	-4	1	-6	0.5	3	0.5	-0.6	3.7	0

Ordered by the number under ssDAF12 agonist (highest first): some entries from above.
SMILES,SMARCA2 activ,hcDAF12 agonist,MBD2 inh,ADAM17 inh,NR1D1 modulator,DAX1 inh-1,PLCg1 inh,DAX1 inh-2,ssDAF12 agonist,PLC-beta3 inh
Cc1ccc(C(=O)NC(=S)NNC(=O)c2ccccc2)cc1,2,-1.4,0,4,3,-0.2,4,0.0,-0.2,-4
Cc1ccc(NC(=O)COC(=O)/C=C/c2cccs2)cc1,-3,0.4,1,4,-2,0.6,-4,0.9,-0.8,-5
CC[N+]1(C)[C@@H]2CC[C@H]1CC(OC(=O)[C@H]1CCC(C(=O)OC3C[C@H]4CC[C@@H](C3)[N+]4(C)CC)(c3ccccc3)c3ccccc31)C2 (stereo partly specified),-3,-1.8,-4,-1,-7,0.7,3,1.0,-1.1,0

The list goes on.
SMILES	SMARCA2 activ	hcDAF12 agonist	MBD2 inh	ADAM17 inh	NR1D1 modulator	DAX1 inh-1	PLCg1 inh	DAX1 inh-2	ssDAF12 agonist	hgDAF-12 ag	PLC-beta3 inh
O=C(NCCCCCNC(=O)c1ccco1)c1ccco1	-5	-0.7	3	-7	-11	-0.5	-2	0.0	-0.3	1.7	-2
O=C(Nc1ccc2ncccc2c1)Nc1ccc2ncccc2c1	-1	-2.1	8	-28	3	-0.6	-21	-2.1	-1.1	7.5	-37
CCOc1ccc(C(=O)NCC(=O)OCc2cc([N+](=O)[O-])cc3c2OCOC3)cc1OCC	2	1.2	2	0	-5	-0.2	1	3.1	-0.9	-1.7	2
CSc1nsc(SCC(=O)Nc2ccccc2C(N)=O)n1	-3	-1.5	1	3	-3	0.5	-3	0.3	-1.0	0.9	-4
CC(=O)NCC(=O)N(c1c(C)n(C)n(-c2ccccc2)c1=O)C1(C(=O)NC2CCCC2)CCCCC1	-3	-1.6	0	-5	0	0.2	-1	0.4	-0.9	-1.3	0
OC(CNCCc1ccc(C(F)(F)F)cc1)COc1cccc2ccccc12 (stereo unspecified)	-3	-1.8	4	2	6	-0.2	-1	-0.1	0.0	-0.3	1
CCOC(=O)C1(Cc2ccccc2)CCN(Cc2ccon2)CC1	0	-1.4	2	1	1	-0.3	-1	0.1	-1.2	1.8	0
CCN(CC)CCCNC(=O)c1cc(-c2ccc3c(c2)OCO3)on1	-8	-2.7	-2	4	2	0.2	6	1.4	-0.4	0.5	-14
CC1CCCN(c2nc3c(c(=O)n(C)c(=O)n3C)n2CCSc2nc3ccccc3s2)C1 (stereo unspecified)	-2	-1.4	7	-2	5	-2.1	1	1.1	-1.6	-2.5	-5
O=C(CSc1nnc2ccccn12)NNC(=O)c1cccc(Cl)c1	1	0.5	1	-1	0	0.9	1	0.7	-1.5	0.2	1
CCOc1ccccc1Nc1nc2ccccc2n1C(C)C	-3	0.7	1	1	4	-0.3	0	-3.0	0.1	0.2	2
Cc1ccc(COc2cccc(/C=N/NC(=O)c3nnn(-c4nonc4N)c3C)c2)cc1	-1	0.5	5	-1	-1	0.1	0	-0.8	-0.9	0.4	-4
COc1cccc(C(=O)Nc2nnc(S(=O)(=O)N(C)c3ccccc3)s2)c1	-1	-1.1	-5	-6	6	-0.3	-10	0.2	-1.4	-2.5	-23
Nc1nc(=O)n(C2CCC(CO)O2)cc1F (stereo unspecified)	-3	-1.0	4	-4	-6	-0.1	2	.	0.3	-2.5	1
C#CCOC(=O)CCCN1C(=O)c2cccc3cccc(c23)C1=O	-2	2.5	0	-79	1	1.6	-13	2.9	-0.2	2.1	-16
CCCOc1cccc(C2C(C(=O)c3ccco3)=C(O)C(=O)N2c2nnc(C)s2)c1 (stereo unspecified)	1	3.4	-9	-2	9	0.1	-26	-0.1	-1.1	2.0	-50
CCOC(=O)CSc1nnc(CSc2nc3sc4c(c3c(=O)[nH]2)CCC4)n1-c1ccccc1	-3	-0.5	2	-3	-4	0.7	-1	-0.4	-0.1	-2.2	1
Cc1ccc([C@H]2C[C@@H](n3cc(C4CC4)nn3)[C@H](O)CN2Cc2cccs2)cc1	-4	0.0	1	-2	-4	-0.1	1	1.2	-0.6	-1.4	-1
N=c1n(CCO)c2ccccc2n1Cc1ccccc1Cl	-2	-0.8	1	-4	-2	-0.2	6	1.9	-0.9	-0.4	4
Cc1ccc(NC(=O)N(Cc2cccnc2)Cc2ccco2)cc1C	2	-1.8	-2	0	5	0.2	4	-0.3	-1.6	-2.3	3
Cc1ccc(C(C(=O)NC2CCCC2)N(Cc2cccnc2)C(=O)c2snc(C(N)=O)c2N)o1 (stereo unspecified)	-1	0.6	-5	-46	-1	-0.1	-39	-0.4	-1.5	-0.6	-52
CCOc1ccccc1NC(=S)NC(=O)CCCOc1ccc(Cl)cc1Cl	-2	-1.7	8	-4	2	0.0	-2	0.1	-1.4	-3.6	-3
COC(=O)CSc1nnc(-c2ccc(S(=O)(=O)N3CCC(C)CC3)cc2)o1	-1	0.3	-4	-2	-3	0.4	3	1.2	-1.9	-0.4	3
CC(C)C[C@@H](C(=O)N[C@@H](C(=O)O)c1ccccc1)N1C(=O)N2CCc3c([nH]c4ccccc34)[C@@]2(C)C1=O	0	0.8	2	-1	-1	-1.0	4	1.0	-0.8	-3.0	4
CCN(C)C1CN(Cc2cn(Cc3ccc(OC)cc3)nn2)S(=O)(=O)C1 (stereo unspecified)	-2	-2.1	1	-3	-1	-0.7	2	.	-1.1	-1.7	0
COc1ccc(CC(=O)NNC(=O)c2ccncc2)cc1	-3	0.2	5	-7	-6	-0.6	0	1.2	-0.4	1.3	-4
CC(=O)C1=C(O)C(=O)N(c2cccnc2)C1c1ccc([N+](=O)[O-])cc1 (stereo unspecified)	-4	-1.3	-1	2	0	-0.4	11*	.	-1.3	-1.9	4
Cn1c(-c2ccc(Cl)cc2)ccc(C#N)c1=O	2	0.1	0	-2	4	-0.1	-4	0.7	-1.4	-0.4	-3
